# Bioassay records (PubChem BioAssay)
# TexasRed fluor: counter-screen for TRb-SRC2 inhibitors: fluorescence interference; TRb/SRC2 Texas Red total fluorescence interference; Potency, µM (top dose mostly 106 µM), inactives show at the top dose fluorescence change, negative = quenching; AID 1479; actives 0.29% (n = 280,000); active = well fitted curve in either direction with a large enough effect; inconclusive = small, poorly fitted or top-dose-only effect
#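 Human TRβ ligand-binding domain (0.6 uM) and Texas Red SRC2 peptide (20 nM) in Tris buffer with 1 uM T3 and 5% DMSO were incubated with pinned compound for 5 hr at ambient temperature. Total fluorescence was computed as S + 2P (555/632 nm).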
# L3MBTL1 block: inhibitors of human L3MBTL1 | AlphaScreen L3MBTL1–H3K9me1 peptide binding | Potency, µM (series often up to 57.1 µM), inactives show at the highest dose activity, negative = inhibition, most hits filed as inhibitors | actives 0.66% (n = 230,000) | AID 485360; also: nearly all actives have a fitted effect of over 60% in size
#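 AlphaScreen proximity signal between nickel-chelate acceptor and streptavidin donor beads (final 10 ug/mL) reports binding of 50 nM L3MBTL1 to 75 nM biotin-H3 K9me1 peptide; complex incubated with compounds 30 min at room temperature; cefsulodin titration as control.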
# RGS12 GoLoco inh: inhibitors of human Gai1-RGS12 GoLoco interaction (red fluorophore). AID 880. actives 0.44% (n = 230,000). Gai1:RGS12 GoLoco peptide FP, rhodamine, 10 min. Potency, µM (doses to about 61.6 µM), for the others: top-dose activity, negative = inhibition, actives largely listed as inhibitors; active = well fitted inhibition curve with a large enough effect, not every such curve was filed as active; inactive = no such curve, though single readings can be large or run the other way; also: nearly all actives have a fitted effect of over 30% in size; many of its hits are not listed in these tables
# Target sequence (P63096 whole entry, looked up): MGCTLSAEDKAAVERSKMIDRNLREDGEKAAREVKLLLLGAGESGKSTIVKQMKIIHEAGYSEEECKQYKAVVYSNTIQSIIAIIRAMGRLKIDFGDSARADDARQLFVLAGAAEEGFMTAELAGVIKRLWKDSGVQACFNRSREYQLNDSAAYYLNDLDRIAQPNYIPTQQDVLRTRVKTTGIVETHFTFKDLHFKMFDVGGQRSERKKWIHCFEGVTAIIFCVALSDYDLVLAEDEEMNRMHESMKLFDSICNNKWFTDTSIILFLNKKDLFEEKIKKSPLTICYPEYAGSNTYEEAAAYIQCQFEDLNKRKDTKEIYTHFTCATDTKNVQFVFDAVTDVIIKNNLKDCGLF
# GAA glycogen mod: GAA glycogen-cleavage inhibition or activation | P10253 | AID 2100 | actives 0.38% (n = 300,000) | Potency, µM (highest dose often 76.4 µM), inactives show top-dose activity change, negative = inhibition, most hits filed as inhibitors | recombinant GAA, glycogen substrate, Amplex Red glucose oxidase fluorescence;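 also: 0% = full enzyme reaction and -100% = no-enzyme basal signal; the screen sought inhibitors and activators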
#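 Natural-substrate format: glycogen cleavage by 4 nM human enzyme, glucose read by Amplex Red coupling (Ex 573, Em 610 nm). Normalized to enzyme and no-enzyme controls.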
# RECQ1 helicase: blocks DNA unwinding by human RECQ1. P46063. RECQ1 DNA unwinding, red fluorescence kinetic read. Potency, µM (doses to about 57.3 µM), for inactives: at the highest dose activity, negative = inhibition, most hits filed as inhibitors. actives 0.54% (n = 240,000). AID 2549;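 also: plate controls were vehicle for no effect and no enzyme for full effect; nearly all actives have a fitted effect of over 30% in size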
# Target sequence (P46063 whole entry, looked up): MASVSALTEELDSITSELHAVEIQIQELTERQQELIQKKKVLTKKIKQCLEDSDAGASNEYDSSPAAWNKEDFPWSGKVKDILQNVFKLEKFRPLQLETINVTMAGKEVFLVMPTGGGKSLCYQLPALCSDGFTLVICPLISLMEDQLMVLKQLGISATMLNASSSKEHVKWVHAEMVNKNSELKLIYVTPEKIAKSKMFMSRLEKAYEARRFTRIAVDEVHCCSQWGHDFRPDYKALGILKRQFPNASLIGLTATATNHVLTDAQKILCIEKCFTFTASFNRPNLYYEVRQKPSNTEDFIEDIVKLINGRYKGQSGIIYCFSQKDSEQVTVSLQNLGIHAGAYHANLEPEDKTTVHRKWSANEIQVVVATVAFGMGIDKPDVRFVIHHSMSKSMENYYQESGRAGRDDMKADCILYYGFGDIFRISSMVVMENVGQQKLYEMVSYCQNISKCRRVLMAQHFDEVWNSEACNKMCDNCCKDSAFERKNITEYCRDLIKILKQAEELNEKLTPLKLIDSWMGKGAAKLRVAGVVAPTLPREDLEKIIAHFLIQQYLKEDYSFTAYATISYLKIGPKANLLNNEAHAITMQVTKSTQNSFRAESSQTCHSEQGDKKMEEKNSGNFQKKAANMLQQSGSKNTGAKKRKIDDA
#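 RECQ1T1 50 nM; forked duplex (20 bp + 30-nt ss tails) 200 nM, ATP 2 mM final; pH 8.0, 2 mM MgCl2, 2.5 ug/ml poly(dI-dC); 15 min compound preincubation; discontinuous kinetic read over 2 h at RT.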
# aGlu spleen mod: lysosomal alpha-glucosidase (human) modulation; human spleen homogenate, 4-MU-alpha-glucoside fluorescence; actives 0.006% (n = 240,000); P10253; Potency, µM (series often up to 79.9 µM), for inactives: at the top dose activity change, negative = inhibition, actives largely listed as inhibitors;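 also: 0% = enzyme with vehicle and -100% = no enzyme basal signal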
#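 Human spleen homogenate (1 ug) with 4-methylumbelliferyl-alpha-D-glucopyranoside (1 mM final) in 50 mM citrate/phosphate pH 5.0, 0.01% Tween-20; 40 min at 37 C. Stopped at pH 10; 4-MU fluorescence Ex 365/Em 440 nm; AC50 by Hill fit.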
# GAA inhib: inhibitors of human lysosomal alpha-glucosidase | P10253 | purified human GAA, 4-MU-alpha-glucoside fluorescence | Potency, µM (highest dose often 76.9 µM), for the others: at the highest dose activity change, negative = inhibition, actives largely listed as inhibitors | actives 0.005% (n = 200,000);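 also: plate controls were uninhibited enzyme wells for no effect and no-enzyme background for full effect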
#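 Endpoint fluorogenic read: 20 min room-temperature reaction of 4 nM human alpha-glucosidase with 400 uM 4-methylumbelliferyl-alpha-D-pyranoside, pH 5.0, quenched with 1M NaOH/1M glycine pH 10. AC50 from Hill modeling.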
# TRb-SRC2 inh: inhibitors of human thyroid hormone receptor beta-SRC2 interaction. P10828. TRbeta-SRC2 peptide binding, fluorescence polarization; receptor liganded with 1 µM T3. Potency, µM (doses to about 106 µM), for the others: at the top dose activity change, negative = inhibition, hits mostly inhibitors. actives 0.065% (n = 280,000). AID 1469;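 also: plate controls were bound peptide for no effect and peptide without receptor for full effect; nearly all actives have a fitted effect of over 50% in size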
#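 TRb LBD 0.6 uM + Texas Red SRC2 peptide 20 nM, 1 uM T3, Tris buffer w/ 5% DMSO; compound pinned, 5 h RT; FP read ex 555/em 632; normalized to unbound and bound controls.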
# * hit, by the source's call; i = inactive; ? = inconclusive; / = not tested or not shown; [ ] = remark or other dose. Unless noted, calls follow the shape of the dose curve; as a rule, active = well fitted curve in the direction sought with a large enough effect; inconclusive = small, poorly fitted or top-dose-only effect, or another doubt; inactive = no such curve, though single readings can be large; an effect the other way counts as inactive or inconclusive. Unless noted, % is scaled to controls: 0 for no effect and ±100 for the full control effect; potency is read from the fitted curve at half-maximal effect. Not all compounds are listed; count on the stated rates, not on these rows.
canonical_smiles	TexasRed fluor	L3MBTL1 block	RGS12 GoLoco inh	GAA glycogen mod	RECQ1 helicase	aGlu spleen mod	GAA inhib	TRb-SRC2 inh
Cc1cc(NC(=O)COC(=O)CCNS(=O)(=O)c2c(Cl)cccc2Cl)no1	1%	0%	7%	12%	-4%	-5%	4%	-9%
COCCNC(=O)NC12CC3(C)CC(C)(CC(C)(C3)C1)C2	-1%	-4%[11.4 µM]	10%	-10%	-2%	-6%	?	5%
c1ccc(COc2cccc(CN3CCN(c4ccccn4)CC3)c2)cc1	1%	/	-5%	-3%	-3%	1%	-10%	8%
Cc1ccc(S(=O)(=O)N2Cc3ccccc3CC2C(=O)Nc2ccc3c(c2)OCO3)cc1 (centres undefined)	0%	/	-27%	-1%	-9%	7%	-9%	-3%
CC(=O)Nc1ccc(OS(=O)(=O)c2c(C)cc(C)cc2C)cc1	-2%	-1%	10%	-2%	15%	4%	6%	1%
CCOC(=O)c1c(C)nc(C)c(C(=O)OCC)c1-c1cccc(N)c1	-3%	-5%	26%	6%	29%	-2%	?	6%
Cc1occc1C(=O)Nc1ccc(OCc2ccccc2)cc1	-2%	9%	17%	16%	12%	5%	?	6%
Cc1ccc[n+](-c2nc3ccccc3nc2[N-]S(=O)(=O)c2ccccc2)c1	-1%	/	5%	-1%	-9%	-2%	/	4%
Cc1cc(NC(=O)c2ccc3c(c2)OCCO3)ccc1NC(=O)c1cc2ccccc2o1	-1%	-2%	-5%	-12%	7%	5%	?	-11%
CCCCCCCCCn1c2c(c(=N)c3c1CCC3)CCC2	2%	21%[11.4 µM]	-1%	3%	1%	6%	-2%	-1%
Oc1ccccc1C1=NCCNC(C(F)(F)C(F)F)=C1	0%	/	3%	6%	-7%	2%	-7%	7%
N/C(CC(=O)Nc1cc(C(F)(F)F)ccc1Cl)=N\O	0%	8%	4%[14.2 µM]	1%	i	6%	-3%	4%
S=C(NCCCN1CCOCC1)N1CCOCC1	-6%	3%	4%	2%	-3%	-2%	/	1%
CCCNC(=O)c1cccc(COCC(F)(F)C(F)F)c1	-2%	-3%	-3%	4%	4%	4%	3%	-4%
CC1Oc2ccccc2N(CC(=O)N2CCCc3ccccc32)C1=O (centres undefined)	-7%	-2%	6%	-7%	11%	-6%	-2%	-1%
COc1ccc2c(CC(=O)Nc3ccc(N4CCOCC4)cc3)coc2c1	-1%	/	7%	8%	i	1%	-13%	-7%
CS(=O)(=O)NCCCNc1ccc(Cl)cc1[N+](=O)[O-]	-2%	/	9%	9%	-7%	-1%	-2%	-6%
CN(C)n1cccc1/C=C(\C#N)S(=O)(=O)c1ccc(Cl)cc1	-1%	/	2%	-5%	-7%	-8%	/	-2%
CCc1nnc(NC(=O)CSc2nnc(-c3ccc(OC)cc3)n2C)s1	-3%	5%	4%	1%	0%	0%	-4%	-8%
CN(C)C(=O)/N=N/C(=O)N(C)C	0%	/	-14%	/	-3%	0%	/	5%
CC1(C)CC(=O)C2=C(C1)N(CC1CCCO1)C(=O)NC2(C(F)(F)F)C(F)(F)F (centres undefined)	0%	4%	5%	14%	i	-5%	-6%	-3%
O=C(NCCc1ccccc1F)C1CCCN1S(=O)(=O)c1ccccc1 (centres undefined)	-3%	2%	4%	2%	-4%	-7%	-7%	0%
CC(c1ccccc1F)n1cc(C(=O)NCCCc2nc3ccccc3[nH]2)nn1 (centres undefined)	0%	7%	9%	18%	i	-8%	12%	5%
C[C@@H]1OC(Nc2ccc(N=Nc3ccccc3)cc2)[C@H](O)[C@H](O)[C@H]1O (some centres undefined)	1%	-19%	-9%	7%	-1%	-5%	-14%	1%
O=C1/C(=C/c2cccnc2)SC(=NCc2ccccc2)N1Cc1ccccc1	-1%	5%	11%	-1%	i	-1%	3%	-4%

# Brought forward from above: 3 entries, followed by the next part.
canonical_smiles	TexasRed fluor	L3MBTL1 block	RGS12 GoLoco inh	GAA glycogen mod	RECQ1 helicase	aGlu spleen mod	GAA inhib	TRb-SRC2 inh
CC(c1ccccc1F)n1cc(C(=O)NCCCc2nc3ccccc3[nH]2)nn1 (centres undefined)	0%	7%	9%	18%	i	-8%	12%	5%
C[C@@H]1OC(Nc2ccc(N=Nc3ccccc3)cc2)[C@H](O)[C@H](O)[C@H]1O (some centres undefined)	1%	-19%	-9%	7%	-1%	-5%	-14%	1%
O=C1/C(=C/c2cccnc2)SC(=NCc2ccccc2)N1Cc1ccccc1	-1%	5%	11%	-1%	i	-1%	3%	-4%
COn1c2c(c3c4no[n+]([O-])c4ccc31)CCCC2	0%	/	14%	9%	-1%	1%	-11%	10%
CCCCC1(C)OC(=O)C(=Cc2ccc(SC)cc2)C(=O)O1 (centres undefined)	-6%	/	-4%	2%	-2%	3%	7%	-5%
COc1ccc(C(=O)O/N=C/c2c(C(F)(F)F)nn(C)c2SCc2ccccc2Cl)cc1	2%	13%	4%	-2%	i	7%	-8%	-9%
CCOC(=O)c1cnn(CCOC(=O)Cc2cccs2)c1NC(=O)Cc1cccs1	0%	-1%	3%	0%	-3%	4%	3%	4%
Cc1ccc(NC(=O)COC(=O)C2(c3ccc(Cl)cc3)CCCC2)cc1	0%	26%	14%	-6%	-12%	-3%	-1%	-1%
Cc1cc(C(C)(C)C)ccc1NC(=O)CC(C)(C)CC(=O)O	-2%	14%	-1%	8%	i	-4%	/	-4%
CCCCCCn1c(-c2cccs2)n[nH]c1=S	-1%	-13%	-1%	?	-6%	4%	5%	-4%
CCCCN1CN(Cc2ccccc2)CNC1=S	8%	-5%	8%	11%	-6%	-2%	-6%	-4%
O=C(N/N=C1/SCC(=O)N1Cc1ccco1)c1ccccc1F	0%[53 µM]	5%	6%	-5%	-5%	0%	12%	-4%[53 µM]
Cc1ccc(-n2ncc3c(N4CCCC(C)C4)ncnc32)c(C)c1 (centres undefined)	-2%	/	9%	1%	?	1%	/	2%
Cc1ccc(NC(=S)Nc2ccc(C(C)C)cc2)cc1S(=O)(=O)N1CCCCCC1	-3%	-15%	9%	-5%	i	-7%	1%	-7%
Cc1cc(C)n(-c2ccc(Cl)c(C(=O)OCC(=O)N3CCCCC3C)n2)n1 (centres undefined)	0%	4%	11%	0%	-7%	-6%	-2%	1%
O=C(O)C1CCN(S(=O)(=O)c2ccc3c(c2)OCCCO3)CC1	-1%	8%	-2%	-7%	-4%	-1%	-2%	-4%
CN(C)C(=S)NC(=O)C12CC3CC(C)(CC(C)(C3)C1)C2	-1%	1%	5%	2%	-3%	-7%	/	-2%
COc1ccc(-c2cc(C(F)(F)F)c(C#N)c(SCC(=O)Nc3nc(C)co3)n2)cc1	-4%	4%	/	3%	2%	3%	-8%	1%
Nc1c(C(=O)C2CC2)sc2nc3c(cc12)CCC3	-3%	28%	4%	4%	-1%	-2%	14%	-2%
O=C(CCS(=O)(=O)c1ccc(Cl)cc1)Oc1ccc2c(c1)OCO2	-2%	1%	5%	-4%	i	2%	1%	-14%
O=C1/C(=C/c2ccccc2)Oc2ccccc21	-2%[11.2 µM]	/	/	/	-1%[11.5 µM]	3%[17.4 µM]	/	6%[11.2 µM]
COc1ccc(-c2nnc3n2N=C(c2ccccc2OC)CS3)c(OC)c1	-1%	/	/	/	i	8%	/	1%
CCCOC(=O)c1c(NC(=O)CCCn2nc([N+](=O)[O-])cc2C)sc(C(=O)OC)c1C	0%	4%	-10%	11%	0%	-9%	-11%	2%
COc1ccccc1N1CCN(C(=O)CN(CCc2ccccc2)S(C)(=O)=O)CC1	4%	-5%	-8%	9%	-4%	3%	-5%	-3%
Cc1nnc2ccc(-c3ccc(NC(=O)c4ccc(Cl)nc4)cc3)nn12	0%	1%	11%	-2%	i	4%	5%	-1%
CCn1cc(CN2CCc3c([nH]c4ccccc34)C2c2cccc(O)c2)c(C)n1 (centres undefined)	-1%	-1%	10%	-3%	i	0%	8%	-3%
CCN(CC)CC#CCC(O)(c1ccccc1)C1CCCC1 (centres undefined)	3%	6%	-17%	2%	2%	1%	-3%	-8%
CSCCC(NC(=O)c1cccc(C)c1)C(=O)O (centres undefined)	-2%	-5%	3%	-4%	-5%	-3%	10%	-6%
COc1ccc(-c2noc(CN(C)C3CCOCC3)n2)cc1	-5%	-1%	12%	3%	i	3%	3%	-7%
Oc1ccc(Nc2nc(N3CCCC3)c3ccccc3n2)cc1	-1%	-15%	-5%	?	?	-7%	-7%	-18%

# Entries listed so far containing an aryl methoxy group:
canonical_smiles	TexasRed fluor	L3MBTL1 block	RGS12 GoLoco inh	GAA glycogen mod	RECQ1 helicase	aGlu spleen mod	GAA inhib	TRb-SRC2 inh
COc1ccc2c(CC(=O)Nc3ccc(N4CCOCC4)cc3)coc2c1	-1%	/	7%	8%	i	1%	-13%	-7%
CCc1nnc(NC(=O)CSc2nnc(-c3ccc(OC)cc3)n2C)s1	-3%	5%	4%	1%	0%	0%	-4%	-8%
COc1ccc(C(=O)O/N=C/c2c(C(F)(F)F)nn(C)c2SCc2ccccc2Cl)cc1	2%	13%	4%	-2%	i	7%	-8%	-9%
COc1ccc(-c2cc(C(F)(F)F)c(C#N)c(SCC(=O)Nc3nc(C)co3)n2)cc1	-4%	4%	/	3%	2%	3%	-8%	1%
COc1ccc(-c2nnc3n2N=C(c2ccccc2OC)CS3)c(OC)c1	-1%	/	/	/	i	8%	/	1%
COc1ccccc1N1CCN(C(=O)CN(CCc2ccccc2)S(C)(=O)=O)CC1	4%	-5%	-8%	9%	-4%	3%	-5%	-3%
COc1ccc(-c2noc(CN(C)C3CCOCC3)n2)cc1	-5%	-1%	12%	3%	i	3%	3%	-7%
